Assay outcomes from PubChem BioAssay.
TRPV1 agonist: activates the human vanilloid receptor TRPV1. Q8NER1. TRPV1-expressing cells, Fluo-8 calcium influx, agonist mode. activation, % at 8.33 µM. 320,000 tested, 0.19% active. AID 540275; in the data active means activation above about 80%; inconclusive means between about 30% and that limit; further: 0% is about no effect
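Fluo-8 calcium influx in TRPV1-expressing cells, kinetic read (ex 480/em 520 nm). Compound added and read 3 min for agonist activity, followed by capsaicin at EC20 final and 2 min further read for enhancement.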
MBNL1 CUG block: inhibitors of human MBNL1 binding to CUG repeat RNA; TR-FRET MBNL1-His/biotin-(CUG)12 binding, 665/545 ratio; Potency, µM (series often up to 57.5 µM), without a hit: top-dose activity change, negative = inhibition, actives largely listed as inhibitors; 280,000 tested, 0.036% active; AID 2675; active means well fitted inhibition curve with a large enough effect in the signal ratio, with a control signal flat, not every such curve was filed as active; inconclusive means small, poorly fitted or top-dose-only effect, or effect the other way, or a change in a side signal; inactive means no such curve, though single readings can be large or run the other way; the % refers to the signal ratio; further: potency means the concentration at half of the fitted maximal effect; on the % scale 0 is the no-effect control and ±100 the full control effect
Target sequence (Q9NR56 whole entry, looked up): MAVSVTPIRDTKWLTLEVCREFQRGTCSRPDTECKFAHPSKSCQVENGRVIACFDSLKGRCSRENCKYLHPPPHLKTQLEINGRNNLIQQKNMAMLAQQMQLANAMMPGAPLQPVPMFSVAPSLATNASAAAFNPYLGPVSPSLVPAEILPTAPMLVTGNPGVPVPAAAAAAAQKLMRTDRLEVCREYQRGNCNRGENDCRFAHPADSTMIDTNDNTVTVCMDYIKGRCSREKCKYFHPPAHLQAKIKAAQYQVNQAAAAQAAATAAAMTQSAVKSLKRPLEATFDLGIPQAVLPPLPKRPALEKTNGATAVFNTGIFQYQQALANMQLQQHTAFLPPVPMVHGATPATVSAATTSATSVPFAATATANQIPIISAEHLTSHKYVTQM
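Inhibition of protein-RNA binding appears as loss of TR-FRET between terbium anti-His antibody on MBNL1-His and streptavidin-XL665 on biotin-(CUG)12. Activity is normalized to buffer-only and uninhibited-complex controls.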
GALK inh: blocks human galactokinase activity. Purified GALK, Kinase-Glo residual ATP luminescence. 270,000 tested, 0.007% active. P51570. Potency, µM (top dose mostly 57.5 µM), for the others: at the top dose activity change, negative = inhibition, most hits filed as inhibitors; further: potency means the concentration at half of the fitted maximal effect; on the % scale 0 is the no-effect control and ±100 the full control effect
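Quantitative HTS: GALK 5 nM, ATP 35 uM, galactose 100 uM, 1 h room temperature, then luciferase-based ATP detection.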
Coupling enz: inhibits coupling enzyme system, counter-screen for aldolase hits; coupling enzyme system counterscreen, AmpLite Red fluorescence; activity change, negative = inhibition, % at 58.2 µM, hits read low; 290,000 tested, 0.67% active; AID 2472; in the data active means activity change below about -30%; further: on the % scale 0 is the no-effect control and ±100 the full control effect
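Activity here indicates interference with the coupling reaction, not aldolase inhibition. Compounds at 57.5 uM final met coupling enzymes for 10 min at RT; substrate and AmpLite Red detection followed, with a 525/598 nm fluorescence read after 20 min.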
KCNH2 WT inh: KCNH2 (human, wildtype) channel inhibition | activity change, % at 1.84 µM | U2OS, BacMam KCNH2, thallium flux FluxOr; active compounds read low | Q12809 | 340,000 tested, 0.37% active;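 active means maximum activity change below -70%; inconclusive means maximum activity change between -70% and -50%; inactive means maximum activity change above -50%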; further: on the % scale 0 is the no-effect control and ±100 the full control effect
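U2OS cells transduced with wild-type KCNH2 virus are loaded with FluxOr dye for 45 min, and thallium flux is measured in kinetic reads before and after stimulation buffer. Rate constants are normalized to DMSO controls.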
KCNH2 3.1 block: blocks the human KCNH2 3.1 channel isoform; 340,000 tested, 0.95% active; U2OS KCNH2 3.1, thallium flux FluxOr; active compounds read low; activity change, % (tested at about 1.8 µM);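 active means maximum activity change below -70%; inconclusive means maximum activity change from -70% to -50%; inactive means maximum activity change above -50%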;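 further: thallium influx rate constant from kinetic fluorescence after stimulation buffer; on the % scale 0 is the no-effect control and ±100 the full control effect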
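Steps: virus added to U2OS suspension (4 h, RT, dark); medium with 10% FBS added, cells plated, 37 C overnight; FluxOr/Red40 loading buffer 45 min RT; stimulation buffer, 2 min kinetic read; rate constant normalized.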
S-ASM inh: inhibitors of human secretory acid sphingomyelinase. AID 504937. Potency, µM (doses to about 57.5 µM), without a hit: at the top dose activity change, negative = inhibition, most hits filed as inhibitors. 340,000 tested, 0.006% active. placental ASM, HMU-PC fluorogenic substrate, 60 min. P17405; further: potency means the concentration at half of the fitted maximal effect
Target sequence (P17405 47-631 limits assumed): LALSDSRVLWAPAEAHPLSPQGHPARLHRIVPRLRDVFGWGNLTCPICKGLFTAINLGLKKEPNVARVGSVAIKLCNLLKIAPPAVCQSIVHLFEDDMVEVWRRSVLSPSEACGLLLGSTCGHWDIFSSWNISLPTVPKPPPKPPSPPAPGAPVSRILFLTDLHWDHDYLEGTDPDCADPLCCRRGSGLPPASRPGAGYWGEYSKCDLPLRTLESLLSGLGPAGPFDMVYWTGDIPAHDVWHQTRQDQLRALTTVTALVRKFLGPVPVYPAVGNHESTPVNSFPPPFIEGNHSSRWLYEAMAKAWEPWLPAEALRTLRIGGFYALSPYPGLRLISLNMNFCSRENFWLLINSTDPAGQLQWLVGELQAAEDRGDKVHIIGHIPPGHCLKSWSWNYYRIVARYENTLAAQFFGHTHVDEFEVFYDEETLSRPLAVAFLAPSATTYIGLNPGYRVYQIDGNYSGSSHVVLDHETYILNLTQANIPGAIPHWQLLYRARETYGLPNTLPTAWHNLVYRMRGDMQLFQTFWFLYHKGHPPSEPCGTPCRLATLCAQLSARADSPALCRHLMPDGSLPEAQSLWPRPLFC
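Fluorogenic HMU-PC substrate (9 uM final) is turned over by placental ASM in 60 min at 37 C after a 10 min compound preincubation. Reaction ended by alkaline stop (pH 10), with fluorescence read at 386/447 nm.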
a7 integrin act: integrin-mediated muscular dystrophy alleviation activation | 350,000 tested, 0.064% active | alpha7betagal myoblasts, beta-gal FDG fluorescence, 48 h | Potency, µM (doses to about 38.3 µM), for inactives: at the top dose activation, usual class: activators;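 further: potency means the concentration at half of the fitted maximal effect; 100% = response of the positive control SU9516; nearly all actives have a fitted effect of over 60% in size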
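alpha7betagal+/- myoblasts (passage 13, 250/well) treated 48 h at 37C with compounds at 1:260 dilution of DMSO stock. Lysed, then beta-galactosidase activity read as FDG fluorescence (ex 480/em 540) after 30 min, with pre-read for autofluorescence.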
CXXC DNA block: inhibitors of human MLL CXXC domain-DNA interaction | MLL-CXXC / FITC-HOXA9 DNA fluorescence polarization | Potency, µM (doses to about 115 µM), inactives show top-dose activity change, negative = inhibition, usual class: inhibitors | Q03164 | 290,000 tested, 0.037% active; active means well fitted inhibition curve with a large enough effect in the polarisation, with a control signal flat, not every such curve was filed as active; inconclusive means small, poorly fitted or top-dose-only effect, or effect the other way, or a change in a side signal; inactive means no such curve, though single readings can be large or run the other way; the % refers to the polarisation; further: potency means the concentration at half of the fitted maximal effect
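Steps: dispense CXXC domain solution (7 uM) → pin compounds or unlabeled HOX-A9 DNA control → 5 min ambient → add FLSN-HOX-A9 solution (50 nM) → spin → 30 min ambient → fluorescence polarization. Tris pH 7.5/NaCl/DTT/BSA buffer.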
A-T KAP1 phos: candidate therapy for ataxia-telangiectasia; Potency, µM (highest dose often 57.5 µM), inactives show at the top dose activation, actives largely listed as activators; AID 485349; […] A-T fibroblasts, KAP-1 phosphorylation AlphaLISA; neocarzinostatin DNA damage 30 min before lysis; 320,000 tested, 0.19% active; further: potency means the concentration at half of the fitted maximal effect; % of control where 0% means no effect; nearly all actives have a fitted effect of over 45% in size
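hTERT-immortalized A-T patient fibroblasts ([…]), 500 cells/well in OPTI-MEM, 1% FBS, got compounds for 60 min, then NCS for 30 min at 37C. Lysates were then assayed for phospho-KAP-1 by AlphaLISA (anti-pKAP1 donor, anti-KAP1 acceptor beads), 6 hr at 25C.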
Starred values were filed as active, the others as inactive; ? = inconclusive; . = not tested or not shown; [ ] = remark or other dose. Unless noted, the call rests on the fitted dose curve; in most records, active means well fitted curve in the direction sought with a large enough effect; inconclusive means small, poorly fitted or top-dose-only effect, or another doubt; inactive means no such curve, though single readings can be large; an effect the other way counts as inactive or inconclusive.

1	O=C(O)CC(Cn1[nH]nnc1=S)c1ccccc1 (stereo not given)
2	C=CCN(CC=C)S(=O)(=O)c1ccc(C(=O)Nc2nnc(COC)o2)cc1
3	Cc1cc(C)cc(NC(=O)CCN2C(=O)c3ccccc3S2(=O)=O)c1
4	COc1ccc(Br)c(C(=O)NNC(=O)c2ccc(NS(=O)(=O)c3cccs3)cc2)c1
5	Cc1ccc(CN2CCN(CC(=O)N=Nc3c(O)[nH]c4ccccc34)CC2)cc1
6	COc1ccc(Cn2c(C)c(C)c(C#N)c2NC(=O)Nc2ccc(Cl)cc2)cc1
7	CC(OC(=O)C1CSC2(c3ccc(F)cc3)CCC(=O)N12)C(=O)NC(N)=O (stereo not given)
8	COc1ccccc1NC(=O)c1nn(C)cc1Br
Assay by compound	1	2	3	4	5	6	7	8
CXXC DNA block	0%	15%	.	.	0%	6%	0%	-1%
GALK inh	0%	1%	.	.	-5%	4%	8%	-4%
KCNH2 WT inh	-7	.	-6	8	?	2	0	-16
TRPV1 agonist	8	-1	-4	-3	-5	-1	-3	2
a7 integrin act	0%	?	5%	-13%	-8%	17%	?	30%
A-T KAP1 phos	.	0%	-1%	0%	1%	5%	-2%	3%
KCNH2 3.1 block	-3	1	1	3	-72*	-22	11	1
Coupling enz	1	12	0	.	-1	-1	2	-3
MBNL1 CUG block	0%	.	-1%	.	?	-16%	-9%	-1%
S-ASM inh	4%	-2%	3%	-1%	-3%	-1%	3%	2%

9	Cc1ccc(NC(=O)Cn2cnc(C(=O)Nc3ccc(C)c(C)c3)n2)cc1C
10	O=C(COC(=O)C1(c2ccc(F)cc2)CCCC1)NCc1ccco1
11	CC(C)(C)OC(=O)C[C@H]1C/C=C\C[C@H](CC(=O)NCCO)C(=O)NCCOC1=O
12	c1ccc(-c2nnsc2-c2nc3ccccc3[nH]2)cc1
13	O=C1CCC(C(=O)N2CCCC(C(=O)c3ccc4ccccc4c3)C2)=NN1 (stereo not given)
14	COc1cc(CNCCN(C)C)c(Br)cc1OCC(=O)NCc1ccccc1
15	O=C(CCCN1C(=O)/C(=C/c2ccccc2Cl)SC1=S)NCCCN1CCOCC1
16	COc1ccc(/C=C/C(=O)OCC(=O)N(C)CC(=O)Nc2ccc(C)cc2)c(OC)c1
Assay by compound	9	10	11	12	13	14	15	16
CXXC DNA block	.	20%	.	6%	6%	13%	-17%	.
GALK inh	.	10%	.	0%	-5%	3%	-3%	.
KCNH2 WT inh	-1	-4	-3	-3	-10	16	-1	-1
TRPV1 agonist	.	9	.	7	0	1	-3	.
a7 integrin act	22%	1%	25%	-10%	?	0%	-45%[inhibitor]	-16%
A-T KAP1 phos	-13%	4%	-20%	3%	-3%	3%	-2%	-9%
KCNH2 3.1 block	0	-16	4	-20	0	11	4	-10
Coupling enz	.	-1	.	4	.	1	3	.
MBNL1 CUG block	.	-5%	.	8%	?	-6%	?	.
S-ASM inh	0%	-4%	0%	5%	0%	4%	-12%	-8%

17	N#Cc1nc(-c2ccco2)oc1NCCCN1CCOCC1
18	CCCO/N=C1/C(=O)N(c2ccccc2)c2ccccc21
19	CCN(CC)C(=O)CSc1nnc(-c2c[nH]c3ccccc23)o1
20	COCc1cc(=O)[nH]c2c1c(-c1ccccc1)nn2C
21	C=CCC1(CC=C)CCCN1C(=O)CC1C(=O)NCCN1Cc1ccc(OC)c(OC)c1 (stereo not given)
22	CCOc1ccccc1NC(=O)C1CCCN(C(=O)NCc2ccccc2)C1 (stereo not given)
23	Cc1cccc(NC(=O)C2CCN(S(=O)(=O)c3c(C)[nH]c(=O)[nH]c3=O)CC2)c1
24	COc1ccccc1NC(=O)NCC(c1ccco1)N1CCCCC1 (stereo not given)
Assay by compound	17	18	19	20	21	22	23	24
CXXC DNA block	-1%	-4%	-2%	0%	5%	7%	2%	-6%
GALK inh	2%	5%	2%	1%	11%	2%	.	2%
KCNH2 WT inh	6	1	-3	-3	14	-3	5	0
TRPV1 agonist	.	3	2	-4	-2	15	-1	0
a7 integrin act	24%	2%	0%	15%	-8%	-2%	-6%	-5%
A-T KAP1 phos	22%	2%	17%	-1%	0%	5%	-8%	0%
KCNH2 3.1 block	?	7	8	24	-8	-6	-1	6
Coupling enz	1	7	-3	3	-1	2	4	2
MBNL1 CUG block	8%	?	-6%	-1%	12%	-3%	-18%	.
S-ASM inh	5%	-4%	-1%	-2%	1%	2%	5%	0%

25	CC(C)C(=O)Nc1sc2c(c1C(N)=O)CCN(Cc1ccccc1)C2
26	COC(=O)c1ccc(COC(=O)c2ccc(N(C)C)cc2)cc1
27	O=C(COc1ccc2ccc(=O)oc2c1)c1ccccc1
28	COC(=O)c1cc2ccccc2oc1=O
29	Cc1ccccc1OCC(=O)OCC(=O)NCCc1ccccc1
30	CN(CCCC(=O)O)c1ccc(N=Nc2ccc([N+](=O)[O-])cc2)cc1
31	CC(C)N=C(NS(=O)(=O)c1ccc(Br)cc1)c1ccc(Cl)cc1
32	CCOc1ccc(C2NC(=O)c3n[nH]c(C)c32)cc1 (stereo not given)
Assay by compound	25	26	27	28	29	30	31	32
CXXC DNA block	.	2%	-4%	4%	.	.	-1%	19%
GALK inh	.	0%	4%	-1%	.	.	4%	1%
KCNH2 WT inh	-8	-6	0	12	-18	0	4	1
TRPV1 agonist	2	8	9	2	9	.	3	.
a7 integrin act	12%	-1%	16%	6%	1%	21%	10%	27%
A-T KAP1 phos	31%	33%	-1%	0%	0%	.	-2%[11.5 µM]	-2%
KCNH2 3.1 block	1	-3	4	1	11	-24	-16	-12
Coupling enz	-3	-10	1	1	.	.	-1	0
MBNL1 CUG block	-1%	6%	4%	?	.	.	8%	9%
S-ASM inh	80%[activator]	-7%	46%[activator]	-1%	-1%	-11%	-2%	-1%

33	CCCCCC(=O)Nc1ccc(S(=O)(=O)Nc2ccc(Cl)nn2)cc1
34	CCOc1cccc(C2/C(=C(\O)c3ccc4c(c3)OCCO4)C(=O)C(=O)N2Cc2ccncc2)c1 (stereo not given)
35	COc1cc(/C=C(/C#N)c2ccccc2)ccc1Oc1ccc([N+](=O)[O-])cn1
36	CCCN1/C(=C(\C#N)C2=NS(=O)(=O)c3ccccc32)N(C)c2ccccc21
37	Cc1cc(=O)[nH]c(-n2[nH]c(C)cc2=O)n1
38	O=c1[nH]c2cnn(-c3ccccc3)c2c(=O)n1O
39	O=[N+]([O-])c1ccccc1/C=C/C=N/n1c(-c2cc(-c3ccccc3)n[nH]2)n[nH]c1=S
40	CC1(CC(=O)N/N=C/c2ccc(-c3cccc(C(F)(F)F)c3)o2)OCCO1
Assay by compound	33	34	35	36	37	38	39	40
CXXC DNA block	11%	13%	-2%	.	?	.	-2%	2%
GALK inh	0%	-1%	-2%	.	-1%	.	4%	0%
KCNH2 WT inh	0	-5	36	-1	4	2	-1	46
TRPV1 agonist	1	0	-4	.	-2	.	.	5
a7 integrin act	15%	0%	-6%	6%	19%	6%	-21%	5%
A-T KAP1 phos	-7%	-5%	8%	.	-10%	.	-9%	-2%
KCNH2 3.1 block	12	-2	-41	-17	-2	3	-4	5
Coupling enz	8	1	-12	.	-2	.	5	0
MBNL1 CUG block	.	20%	6%	.	12%	.	.	?
S-ASM inh	1%	-1%	-5%	0%	3%	-4%	-2%	1%

One compound at a time (already shown).
`CCOc1cccc(C2/C(=C(\O)c3ccc4c(c3)OCCO4)C(=O)C(=O)N2Cc2ccncc2)c1` (stereo not given) in the list: CXXC DNA block: 13%; GALK inh: -1%; KCNH2 WT inh: -5; TRPV1 agonist: 0; a7 integrin act: 0%; A-T KAP1 phos: -5%; KCNH2 3.1 block: -2; Coupling enz: 1; MBNL1 CUG block: 20%; S-ASM inh: -1%
`CCCN1/C(=C(\C#N)C2=NS(=O)(=O)c3ccccc32)N(C)c2ccccc21` in the list: CXXC DNA block: .; GALK inh: .; KCNH2 WT inh: -1; TRPV1 agonist: .; a7 integrin act: 6%; A-T KAP1 phos: .; KCNH2 3.1 block: -17; Coupling enz: .; MBNL1 CUG block: .; S-ASM inh: 0%

(further entries)
41	Cc1cc(NC(=O)C(C)Sc2nnc(NCc3ccco3)s2)no1 (stereo not given)
42	Cc1ccccc1-n1nc2c(c1NC(=O)c1ccc(Br)o1)CSC2
43	COc1ccc(C(=O)NC2CCc3ccccc32)cc1OC1CCN(C(C)C)CC1 (stereo not given)
44	Cc1cccc(Nc2nnc(SCC(=O)c3ccc(O)cc3O)s2)c1
45	O=C(Nc1ccc(F)cc1F)c1ccc2nc(N3CCOCC3)sc2c1
Assay by compound	41	42	43	44	45
CXXC DNA block	.	-10%	?	-3%	6%
GALK inh	.	0%	-1%	5%	.
KCNH2 WT inh	-6	-5	2	-6	1
TRPV1 agonist	-1	2	3	?	-1
a7 integrin act	-50%	15%	-20%	13%	16%
A-T KAP1 phos	-1%	11%	13%	-4%	-3%
KCNH2 3.1 block	-25	-8	1	0	-22
Coupling enz	.	-9	0	-1	3
MBNL1 CUG block	.	0%	10%	-1%	18%
S-ASM inh	0%	-1%	2%	-9%	1%
